Assay outcomes as filed in PubChem.
Fh CTSL1 inh – cathepsin L1 inhibition, PFM18AAP counter-screen. recombinant F. hepatica cathepsin L1, Z-Leu-Arg-MCA fluorescence. inhibition, % at 5.96 µM. 0.49% of 300,000 active. AID 1906;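 active = inhibition above the mean of all tested compounds plus 3 SD, set per screening campaign, cut at about 17% in these data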;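 note: 0% = plate median of test compound wells and 100% = 1 µM Z-Phe-Ala-diazomethylketone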
PP1 counter – blocks human PP1-alpha phosphatase, a PP5 counter-screen; P62136; purified PP1alpha, OMFP fluorescence; inhibition, % at 6.7 µM; 0.9% of 320,000 active; AID 2235;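 active = inhibition above the mean inhibition of all tested compounds plus 3 SD, computed separately for each screening campaign, cut at about 15% in these data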
Target sequence (P62136 whole entry, looked up): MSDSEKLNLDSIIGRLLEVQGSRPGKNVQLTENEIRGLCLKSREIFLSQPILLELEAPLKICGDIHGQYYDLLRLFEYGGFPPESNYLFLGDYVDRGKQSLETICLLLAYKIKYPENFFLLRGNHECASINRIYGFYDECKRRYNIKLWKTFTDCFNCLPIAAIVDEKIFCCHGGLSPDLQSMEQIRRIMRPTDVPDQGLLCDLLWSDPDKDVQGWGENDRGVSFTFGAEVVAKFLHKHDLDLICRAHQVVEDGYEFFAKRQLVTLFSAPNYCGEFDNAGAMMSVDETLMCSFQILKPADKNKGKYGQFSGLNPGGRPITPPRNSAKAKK
JMJD2C inh – blocks human GASC-1 demethylase activity; GST-JMJD2C(1-420) H3K9me3 demethylation, DELFIA europium; inhibition, % at 2.35 µM; 0.069% of 330,000 active;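 active = more than half of a compound's replicate wells show inhibition beyond 50%, single wells judged on their own value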;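 note: signal counts dimethyl H3K9 product captured on neutravidin plate; 0% = median of DMSO wells and 100% = 0.3 times that DMSO median; strong numbers were not always called active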
Target sequence (Q9H3R0 1-420 limits assumed): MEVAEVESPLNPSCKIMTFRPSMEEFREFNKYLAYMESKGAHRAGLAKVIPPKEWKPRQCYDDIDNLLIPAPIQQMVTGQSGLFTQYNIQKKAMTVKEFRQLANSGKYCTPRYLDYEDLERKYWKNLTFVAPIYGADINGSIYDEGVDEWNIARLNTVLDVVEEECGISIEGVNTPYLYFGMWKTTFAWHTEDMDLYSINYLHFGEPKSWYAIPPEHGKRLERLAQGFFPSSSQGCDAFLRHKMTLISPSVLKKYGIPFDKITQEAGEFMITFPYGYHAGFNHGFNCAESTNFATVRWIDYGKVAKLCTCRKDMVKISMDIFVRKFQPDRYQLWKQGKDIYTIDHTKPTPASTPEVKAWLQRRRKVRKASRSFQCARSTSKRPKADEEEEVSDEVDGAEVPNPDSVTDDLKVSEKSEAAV
Yeast superoxide – caloric restriction mimetics inhibiting age-related superoxide in yeast; S. cerevisiae aged cells, superoxide DHE fluorescence; stronger effect = lower value; AID 2690; 0.18% of 330,000 active; superoxide response (% of plate mean), % at 10 µM;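 active = superoxide response under a set limit, about three screen SD below normal, cut at about 65% in these data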;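 note: yeast aged for seven days with compound at 30 °C before DHE staining; 100% = average MFI of all compound-treated wells on the plate with controls excluded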
TPT1 inhibitor – C. albicans TPT1 enzyme inhibition. recombinant caTPT1, FP RNA substrate dephosphorylation. inhibition, % at 5 µM. 0.81% of 300,000 active. AID 1962;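 active = inhibition above the mean of all tested compounds plus 3 SD, set per screening campaign, cut at about 24% in these data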;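 note: plate controls were DMSO alone for no effect and ferristatin control at 100 nM for full effect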
ZTA counter – blocks Epstein-Barr virus ZTA, an EBNA-1 counter-screen; P03206; ZTA-DNA binding, fluorescence polarization; inhibition, % at 11 µM; 0.15% of 320,000 active; in the data active = inhibition above about 33%
Target sequence (P03206 whole entry, looked up): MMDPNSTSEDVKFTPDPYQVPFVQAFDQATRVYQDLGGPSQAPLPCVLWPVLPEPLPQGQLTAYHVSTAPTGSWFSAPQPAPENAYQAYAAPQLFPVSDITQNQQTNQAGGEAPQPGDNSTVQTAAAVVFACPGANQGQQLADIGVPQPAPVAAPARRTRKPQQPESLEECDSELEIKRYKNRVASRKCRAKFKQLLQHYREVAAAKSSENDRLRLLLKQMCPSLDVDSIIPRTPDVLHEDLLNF
PP5 inh – blocks human protein phosphatase 5 activity | 0.18% of 320,000 active | P53041 | inhibition, % at 6.7 µM | purified PP5c, OMFP substrate fluorescence;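 active = inhibition above the campaign's mean inhibition across all tested compounds plus 3 SD, cut at about 9.5% in these data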;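 note: 0% = DMSO only and 100% = 100 µM cantharidin control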
HCV core dimer – HCV core protein dimerization inhibition. inhibition, % at 5 µM. AID 1899. TR-FRET GST/Flag-core106 dimerization, 1536-well. 0.33% of 300,000 active;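 active = inhibition above the mean of all tested compounds plus 3 SD, set per screening campaign, cut at about 45% in these data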
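Assay system – GST-tagged and Flag-tagged HCV core protein residues 1-106 · Quantity – core106 proteins, GST 13.5 nM and Flag 17 nM · Benchmarks – unlabelled core106 and no-GST-core106 wells · Read-out basis – percent inhibition of core106 dimerization signal · Detection – time-resolved FRET, ex 340 nm, em 617 and 671 nm · Schedule – 4 h at 22.5 °C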
EBNA-1 inh – blocks EBNA-1 binding to DNA; 0.34% of 300,000 active; inhibition, % at 14.8 µM; AID 1950; EBNA-1 DNA binding, fluorescence polarization; in the data active = inhibition above about 28%
Numbers without * were called inactive; / = no result given; & = joins results of further samples.

SMILES	Fh CTSL1 inh	PP1 counter	JMJD2C inh	Yeast superoxide	TPT1 inhibitor	ZTA counter	PP5 inh	HCV core dimer	EBNA-1 inh
COc1ccc(NCCc2ccccn2)cc1	3	1	0	90	2	1	0.2	8	7
Cc1cc(C)nc(-n2nc(C)cc2NC(=O)CN2CCC(C)CC2)n1	3	-1	-9	103	-3	-14	0.1	2	4
O=C(NCCc1ccccc1)c1ccc2c(c1)S(=O)(=O)c1cc(Cl)ccc1C2=O	/	2	3	96	/	1	4.2	/	/
Cc1ccccc1-c1nnc(SCC(=O)N(CC(C)C)c2c(N)n(CC(C)C)c(=O)[nH]c2=O)n1C	0	-2	2	89	-4	-2	0.5	-4	8
O=C(c1ccc2c(=O)n3c(nc2c1)CCC3)N1CCCSC1=Nc1ccccc1	1	-5	7	78	-1	5	-1.4	3	-3
O=C(NCc1nc2ccccc2[nH]1)C1=C[C@H](c2csc3ccccc23)C[C@H](OCc2ccc(CO)cc2)O1	9	5	1	83	2	-4	3.3	16	4
NNS(=O)(=O)c1ccc(Cc2ncc(C(F)(F)F)cc2Cl)s1	-4	5	6	89	0	-15	2.0	10	7
C=CCNc1nc(C(=O)OCC(=O)Nc2c(Cl)cccc2C(F)(F)F)cs1	0	-1	5	97	-1	-14	-0.7	-2	-22

Continued.
SMILES	Fh CTSL1 inh	PP1 counter	JMJD2C inh	Yeast superoxide	TPT1 inhibitor	ZTA counter	PP5 inh	HCV core dimer	EBNA-1 inh
COc1ccc(Cl)c(N2CCN(CCCNC(=O)Nc3ccc(C)cc3)CC2)c1	0	3	-2	106	-5	-2	0.0	-5	-7
CCN(CC)CCNC(=O)c1cc(Nc2ccc(OC)c(OC)c2)nc2ccccc12	7	-4	9	96	-4	13	1.8	-3	15
COc1ccc(NC(=O)c2ccc(S(=O)(=O)N3CCOCC3)o2)cc1	14	-2	-10	64*	0	-11	3.9	-7	0
Cc1ccc(SC(C)c2nc(-c3ccncc3)no2)cc1 (stereo not drawn)	4	2	2	112	-1	6	-1.2	5	0
COc1ccccc1OC(C)C(=O)O (stereo not drawn)	2	1	7	79	0	-8	0.6	-3	-9
CCN(CC)CCNS(=O)(=O)c1ccc(OC)c(Br)c1	1	0	2	92	-2	1	4.2	0	-10
CCOc1ccc(CN2CCN(Cc3cc4ccccc4o3)CC2CCO)cc1 (stereo not drawn)	2	-1	-7	123	3	-8	2.7	-1	-11
CC(=O)N1c2ccc(S(=O)(=O)N3CCCC(C(=O)Nc4cccc(Cl)c4)C3)cc2CC1C (stereo not drawn)	-1	-1	4	91	0	-14	4.3	13	-3

New compounds follow:
SMILES	Fh CTSL1 inh	PP1 counter	JMJD2C inh	Yeast superoxide	TPT1 inhibitor	ZTA counter	PP5 inh	HCV core dimer	EBNA-1 inh
C=CCOc1ccc(/C=C/C(=O)OCC(=O)N(C)CC(=O)Nc2ccccc2Cl)cc1	-2	0	0	75	4	-6	3.4	1	-2
COCCn1c(SCC(=O)Nc2ccc(S(=O)(=O)N3CCOCC3)cc2)nc2ccccc21	-2	0	30&5	101	-1	21	1.6	3	5
COc1ccc(C(=O)N(Cc2nc(-c3ccc(C)cc3)no2)C(C)C)cc1OC	5	-1	2	95	-2	6	-0.4	5	10
COc1ccc(SC[C@H](Cc2ccccc2)N2CC[C@@H](NC(=O)OCc3ccccc3)CCC2=O)cc1	/	8	-9	109	/	-1	2.6	/	/
CCCNC(=O)c1ccccc1NS(=O)(=O)c1ccc(OC)c(OC)c1	-1	-1	3	96	-1	18	0.6	1	7
O=C(Nc1ccc(C(=O)Oc2ccccc2)c(O)c1)c1ccco1	7	1	0	100	3	11	4.9	-5	8
O=C(O)CCc1ccc(-c2cccs2)n1NC(=O)c1ccc(O)cc1	-1	-1	5	77	12	0	-0.1	0	-12
Cc1cc(C)c(NC(=O)CSCc2c(C)noc2C)c(C)c1	/	-6	2	90	/	-2	0.4	/	/

Additional entries
SMILES	Fh CTSL1 inh	PP1 counter	JMJD2C inh	Yeast superoxide	TPT1 inhibitor	ZTA counter	PP5 inh	HCV core dimer	EBNA-1 inh
O=C(CN1C(=O)CSc2ccccc21)NC1CCCC1	1	2	5	94	1	-12	0.3	-1	-12
Cc1ccccc1Nc1nc(-c2sc(NC(=O)c3cccc(Cl)c3)nc2C)cs1	5	11	-1	114	12	-8	2.9	-7	-5
Cc1nc(=S)n(-c2ccccc2)[nH]1	-1	2	4	106	-4	2	-0.6	-4	-7
Fc1ccccc1N1CCN(C(c2ccncc2)c2nnnn2C2CCCC2)CC1 (stereo not drawn)	-3	-1	0	87	1	-1	1.1	2	16
COCCCn1c(C(=O)NCCN2CCOCC2)cc2c(=O)n3ccccc3nc21	4	-2	6	94	-2	-4	2.3	-10	-1
O=[N+]([O-])c1cc(CN2CCCC2)c2cccnc2c1O	10	18*	8	132	1	-15	2.8	-4	-2
Cc1ccc(SCC(=O)O/N=C(\N)c2cccc([N+](=O)[O-])c2)cc1	-29	0	-3	82	-3	-15	1.4	-5	11
CCOC(=O)C1=C(CNCc2ccc(C)cc2)NC(=O)NC1c1ccc(OC)cc1 (stereo not drawn)	0	1	-6	104	3	-11	2.5	2	-3

2 of these compounds in another layout.
> O=[N+]([O-])c1cc(CN2CCCC2)c2cccnc2c1O
- Fh CTSL1 inh = 10
- PP1 counter = 18*
- JMJD2C inh = 8
- Yeast superoxide = 132
- TPT1 inhibitor = 1
- ZTA counter = -15
- PP5 inh = 2.8
- HCV core dimer = -4
- EBNA-1 inh = -2

> Cc1ccc(SCC(=O)O/N=C(\N)c2cccc([N+](=O)[O-])c2)cc1
- Fh CTSL1 inh = -29
- PP1 counter = 0
- JMJD2C inh = -3
- Yeast superoxide = 82
- TPT1 inhibitor = -3
- ZTA counter = -15
- PP5 inh = 1.4
- HCV core dimer = -5
- EBNA-1 inh = 11

The list continues:
SMILES	Fh CTSL1 inh	PP1 counter	JMJD2C inh	Yeast superoxide	TPT1 inhibitor	ZTA counter	PP5 inh	HCV core dimer	EBNA-1 inh
CCN(CC)C(=O)CN(C#N)c1nc(NC(C)C)nc(NC(C)C)n1	-1	0	1	89	-2	-22	-0.3	-4	4
Cc1ccc(NC2=NCC(=O)N2Cc2ccccc2)c(C)c1	5	1	/	111	2	3	0.8	-2	6
COc1ccc(-c2nnn(CC(=O)Nc3ccc4c(c3)OCCO4)n2)cc1OC	/	-1	-3	99	/	2	-1.6	/	/
Cc1cc(NS(=O)(=O)c2ccc(NC(=O)c3ccccc3C)cc2)no1	-1	6	-46	100	-2	0	1.3	-3	-6
O=C(c1ccc2nc[nH]c2c1)N1CCN(S(=O)(=O)c2cccc(F)c2)CC1	0	-1	-8	88	-1	-1	0.4	6	0
CN(CC(=O)Nc1cccc2ccccc12)C(=O)/C=C/c1cccs1	3	0	2	97	-3	-10	0.0	-10	-7
Cc1ccc(-n2c(C)cc(/C=N/NC(=O)CN(c3ccc(C)cc3C)S(C)(=O)=O)c2C)cc1	2	-3	11	127	2	3	2.7	7	-8
Cn1cccc1CNC(=S)Nc1ccccc1Cl	-1	-5	1	88	-2	19	0.8	0	5

Copied from the list:
JMJD2C inh with O=C(c1ccc2nc[nH]c2c1)N1CCN(S(=O)(=O)c2cccc(F)c2)CC1 : -8
TPT1 inhibitor with CCN(CC)C(=O)CN(C#N)c1nc(NC(C)C)nc(NC(C)C)n1 : -2
JMJD2C inh with CN(CC(=O)Nc1cccc2ccccc12)C(=O)/C=C/c1cccs1 : 2
PP1 counter with COc1ccc(-c2nnn(CC(=O)Nc3ccc4c(c3)OCCO4)n2)cc1OC : -1
PP1 counter with Cc1ccc(NC2=NCC(=O)N2Cc2ccccc2)c(C)c1 : 1

The main list resumes, starting three compounds before the break.
The line under a structure holds: Fh CTSL1 inh	PP1 counter	JMJD2C inh	Yeast superoxide	TPT1 inhibitor	ZTA counter	PP5 inh	HCV core dimer	EBNA-1 inh
- CN(CC(=O)Nc1cccc2ccccc12)C(=O)/C=C/c1cccs1
 : 3	0	2	97	-3	-10	0.0	-10	-7
- Cc1ccc(-n2c(C)cc(/C=N/NC(=O)CN(c3ccc(C)cc3C)S(C)(=O)=O)c2C)cc1
 : 2	-3	11	127	2	3	2.7	7	-8
- Cn1cccc1CNC(=S)Nc1ccccc1Cl
 : -1	-5	1	88	-2	19	0.8	0	5
- Cc1cc(-c2csc(NC(=O)c3cc4ccccc4o3)n2)c(C)n1C
 : 14	-6	0	112	16	3	0.7	74*	-4
- O=C(NCCN1CCN(C(=O)c2c(F)cccc2F)CC1)C(=O)Nc1ccc(Cl)cc1
 : 6	-2	6	94	2	6	-0.1	-3	2
- CCN(CC(=O)Nc1c(F)cccc1F)C(=O)c1cc(C)nc2ccccc12
 : 2	-7	-4	100	1	2	0.1	3	0
- O=C1C2CCCCC2C(=O)N1c1ccc(S(=O)(=O)Nc2ncccn2)cc1 (stereo not drawn)
 : 1	0	-5	97	-3	2	0.7	-6	7
- CCC(CC)C(=O)NCCc1cc2c(OC)ccc(OC)c2[nH]c1=O
 : -3	1	6	79	-3	5	1.7	-4	8
- Cc1cccc(S(=O)(=O)c2c(C)cc(C)[nH]c2=O)c1
 : 1	-3	-7	104	-2	-3	2.1	-2	-14
- O=C(O)c1ccc(-c2cccc(Cl)c2)o1
 : -6	-1	-10	126	4	11	-0.4	-2	-2
- Cc1[nH]c(C)c(S(=O)(=O)N2CCc3ccccc32)c1C(=O)N1CCCCC1
 : 3	-3	10	89	2	13	0.4	0	2
- CC(=O)Nc1ccc2nc(-c3ccccc3)cn2c1
 : 1	0	-1	119	5	13	0.9	-8	-3
- COc1cc(S(=O)(=O)n2nc(C)cc2C)ccc1Cl
 : 4	-3	127	114	-2	8	0.7	12	-7
- CC(=O)N1CCCN(C(=O)c2ccc3nc(Cc4cccc(Cl)c4)oc3c2)CC1
 : 1	1	3	101	0	-20	0.7	13	-11
- CCN(CC)CCN(C(=O)CCOc1ccccc1)c1nc2ccc(F)cc2s1
 : 1	2	-6	71	-1	-10	0.1	-5	-1
- C=CCNCC(O)COc1ccc(C(C)=O)cc1OC (stereo not drawn)
 : -1	3	5	101	1	-3	-1.2	-7	-2
- CCN(CC)C(=S)SCC(=O)c1c(C)[nH]c2ccccc12
 : 1	5	-4	83	0	-7	4.4	-5	2
- CC1(C)Oc2ccc(C(=O)NN)cc2NC1=O
 : 4	5	2	94	-2	-21	-2.1	0	-8
- O=C(O)CCCCCCCCCCCc1ccccc1
 : -2	10	-5	104	0	7	3.5	-6	-3
- O=[N+]([O-])c1cc(S(=O)(=O)N2CCCCCC2)ccc1F
 : 7	-1	6	94	0	15	-2.7	7	16
- CC(=O)Nc1ccc(S(=O)(=O)N2CCC(n3cnc4cc(F)ccc43)CC2)cc1
 : 0	-2	-8	77	1	-2	-6.7	-4	-11
- COc1cc2cc(CCCOC(=O)c3ccc4c(c3)OCO4)oc(=O)c2cc1OC
 : /	-2	2	116	/	18	1.1	/	/
- Fc1ccc(C2CCCN2Cc2nc(Cc3ccccc3F)no2)cc1 (stereo not drawn)
 : 3	1	-3	83	3	0	-1.0	-1	3
- CC(C)CNC(=S)N(CCCO)Cc1cc2cc3c(cc2[nH]c1=O)OCCO3
 : 3	-4	6	102	2	-3	0.5	5	7
- COc1ccc(/C=C(\NC(=O)c2ccc(C)cc2)C(=O)Nc2ccc(C(=O)O)cc2)cc1
 : 6	0	-8	92	-4	2	0.3	-4	19
